PvdQ inh: P. aeruginosa PvdQ acylase inhibition; purified PvdQ acylase, fluorescence plate reader; inhibition, % at 10 µM; hit rate 0.063% among 340,000; in the data active = inhibition above about 30%, passing the limit was not always enough; inconclusive = no clear call, values can overlap the other calls;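 also: 0% = vehicle neutral wells and 100% = reference inhibitor wells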
SR-BI HDL uptake: blocks mouse SR-BI lipid uptake from DiI-HDL. Q61009. ldlA[mSR-BI] CHO cells, DiI-HDL uptake fluorescence, 3 h. inhibition, % at 12.5 µM. hit rate 0.96% among 320,000. AID 488896;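 active = mean replicate inhibition of at least 70% and a set share of replicates each scoring 70 or more; inconclusive = meets just one of the two criteria; inactive = fails both criteria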;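 also: 0% = median of neutral control wells and 100% = median of positive control wells; values of inactives mirror those of a sister screen read the other way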
HTR5A ag ctr: HTR5A agonism, opioid heterodimer counter-screen; HTR5A agonist assay, luminescence, cell-based; activation, % at 9.3 µM; hit rate 0.61% among 340,000; AID 504692; in the data active = activation mostly above about 9.5%, no sharp cut-off; inactive = mostly below about 7.6%;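 also: 0% = cells with vehicle only and 100% = reference agonist; strong numbers were not always called active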
CDK5 p35 inh: inhibitors of human CDK5/p35 kinase. Q00535+Q15078. Recombinant CDK5/p35, ADP-Glo luminescence, 60 min. inhibition, % at 10 µM. hit rate 0.01% among 330,000;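 active = highest replicate inhibition of at least 50% and at least 75% of replicates reaching 50%; inconclusive = only one of the two criteria met; inactive = both criteria failed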;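 also: plate controls were DMSO neutral control for no effect and GW8510 at 10 µM for full effect; many of its hits are not listed in these tables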
Target sequence (Q00535 whole entry, looked up): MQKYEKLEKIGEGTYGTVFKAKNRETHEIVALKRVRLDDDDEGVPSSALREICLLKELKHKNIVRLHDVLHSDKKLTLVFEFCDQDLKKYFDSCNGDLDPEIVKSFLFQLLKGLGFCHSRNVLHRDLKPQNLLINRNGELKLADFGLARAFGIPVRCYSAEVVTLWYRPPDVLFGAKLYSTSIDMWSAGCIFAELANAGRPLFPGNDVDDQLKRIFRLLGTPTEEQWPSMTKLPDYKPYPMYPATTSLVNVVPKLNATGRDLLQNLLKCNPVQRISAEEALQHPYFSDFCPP
Target sequence (Q15078 whole entry, looked up): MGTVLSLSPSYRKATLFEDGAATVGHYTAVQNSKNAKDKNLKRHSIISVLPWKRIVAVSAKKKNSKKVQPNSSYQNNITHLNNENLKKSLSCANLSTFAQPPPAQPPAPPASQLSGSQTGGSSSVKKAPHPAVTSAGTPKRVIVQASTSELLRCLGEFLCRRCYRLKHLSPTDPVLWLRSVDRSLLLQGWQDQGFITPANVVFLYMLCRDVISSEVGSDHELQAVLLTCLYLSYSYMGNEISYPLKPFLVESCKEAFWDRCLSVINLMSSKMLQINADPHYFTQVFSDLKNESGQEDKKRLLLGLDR
V-ATPase pHluor: regulators of yeast V-ATPase proton transport. S. cerevisiae, pHLuorin cytosolic pH fluorescence. hit rate 0.37% among 350,000. response, % at 10 µM. AID 504577; in the data active = response mostly above about 7.3%, no sharp cut-off; inactive = mostly below about 5.4%; also: actives read high; inactives centre near 0; some compounds called inactive have numbers as strong as hits; reference of the scale not given here
dFosB activator: mouse delta FosB homodimer activation. purified delta FosB, TAMRA-CDK5 oligo fluorescence polarization; percent of positive-control signal above neutral wells. AID 493131. activation, % at 25 µM. hit rate 0.99% among 340,000. P13346;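 active = mean activation above about 17%, with every replicate also reaching it, limit read from the data, passing the limit was not always enough; inconclusive = only one of the two conditions met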;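 also: fluorescence polarization rise as delta FosB binds a TAMRA Cdk5 AP-1 oligo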
Target sequence (P13346 whole entry, looked up): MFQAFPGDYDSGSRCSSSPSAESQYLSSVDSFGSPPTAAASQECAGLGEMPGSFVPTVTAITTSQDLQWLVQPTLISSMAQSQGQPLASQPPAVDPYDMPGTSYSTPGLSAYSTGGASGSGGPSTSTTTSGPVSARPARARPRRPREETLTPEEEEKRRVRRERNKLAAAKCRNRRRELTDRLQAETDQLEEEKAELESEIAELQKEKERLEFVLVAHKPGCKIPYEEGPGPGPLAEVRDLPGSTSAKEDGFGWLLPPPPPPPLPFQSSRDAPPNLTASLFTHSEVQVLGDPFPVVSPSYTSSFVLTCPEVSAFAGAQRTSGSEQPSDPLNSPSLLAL
NSD2 inh: blocks human histone methyltransferase NSD2; O96028; NSD2 peptide methylation, AlphaScreen, 120 min; inhibition, % at 12.5 µM; hit rate 0.54% among 310,000; AID 743445; in the data active = inhibition above about 50%
Wnt act: activates Wnt/beta-catenin signaling in a reporter cell assay; hit rate 1.2% among 300,000; activation, % at 9.35 µM; activator, plate reader; in the data active = activation above about 30%, passing the limit was not always enough; inconclusive = no clear call, values can overlap the other calls;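 also: 0% = neutral control wells and 100% = positive control wells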
MITF TRPM1 HTS: increases MITF-driven TRPM1 promoter luciferase signal; SK-MEL-5 TRPM1-promoter luciferase, 24 h; % of positive control, neutral wells = 0; activation, % at 12.5 µM; hit rate 0.75% among 300,000; AID 588334;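 active = mean activation of at least 80% with every replicate also reaching 80%; inconclusive = mean reaches 80% but some replicate falls short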;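 also: 0% = neutral control wells and 100% = parthenolide positive control wells; values of inactives mirror those of a sister screen read the other way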
HTR5A inv ctr: counter-screen for OPRM1-OPRD1 inverse agonists: human HTR5A inverse agonism; AID 504634; hit rate 0.083% among 340,000; HTR5A cell line, luminescence; P47898; inhibition, % at 9.3 µM; in the data active = inhibition mostly above about 23%, no sharp cut-off; inactive = mostly below about 18%;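 also: 0% = cells with DMSO and 100% = no-cell wells with DMSO; some compounds called inactive have numbers as strong as hits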
Active calls of the source: *; ? = inconclusive; . = not tested or not shown.

1) Cc1ccc(-c2ccc(=O)n(CC(=O)NCc3ccc(F)cc3)n2)cc1
2) CC[C@@H](C)[C@@H]1CN([C@@H](C)CN2CCC[C@H]2CN2C(N)=NC[C@H]2CC(C)C)C(=N)N1CCc1ccc(Cl)c(Cl)c1
3) CCn1cc(C(=O)C(F)(F)F)c2ccccc21
4) O=C(c1ccc(COc2ccc(F)cc2)o1)n1cc(Br)cn1
5) O=C(CSc1ccc2nnc(CCNC(=O)c3ccc(F)cc3)n2n1)NCc1ccco1
6) CC(C)Nc1nnc(SCC(=O)c2c[nH]c3ccccc23)s1
7) Oc1ccccc1C=NN=C1c2ccccc2-c2ccccc21
8) Cc1ccc(-c2nnc(NC(=O)c3ccco3)o2)c(C)c1

assay / compound	1	2	3	4	5	6	7	8
PvdQ inh	2	-5	6	-9	3	-6	6	-9
SR-BI HDL uptake	-18	-18	8	15	-16	21	48	4
HTR5A ag ctr	5	2	-1	6	8	1	-4	8
CDK5 p35 inh	0.8	0.0	-0.5	-0.5	-2.4	-2.1	1.1	0.2
V-ATPase pHluor	-3	5	4	5	0	-2	-1	0
dFosB activator	-6	-9	3	-6	-4	-2	2	0
NSD2 inh	1	.	-1	3	2	-3	-5	0
Wnt act	-2	-4	.	3	-2	1	?	0
MITF TRPM1 HTS	-1	-11	1	.	0	-10	40	25
HTR5A inv ctr	-14	-7	2	12	-19	-5	15	-23

9) Nn1c(COc2ccc(Cl)cc2)n[nH]c1=S
10) O=C(CCN1C(=O)/C(=C\c2ccccc2)SC1=S)N1CCCCC1
11) CCc1nnc(NC(=O)c2cccc(S(=O)(=O)N3CCCC3)c2)s1
12) COc1cc(NC(=O)c2cccc([N+](=O)[O-])c2)ccc1NC(=O)c1cc2ccccc2o1
13) CC(C)[C@H](NC(=O)OCc1ccccc1)C(=O)OCC(=O)N1CCCCC1
14) O=C(c1ccc(Cl)cc1)C(Cn1cncn1)C(Sc1ccccc1)c1ccccc1 (centres undefined)
15) CCOC(=O)NC(=O)CSc1nc(-c2ccc(C)c(C)c2)cn1-c1ccccc1
16) COc1ccc(/C=C2\CCc3ccccc3C2=O)cc1CN1CCOCC1

assay / compound	9	10	11	12	13	14	15	16
PvdQ inh	6	-10	-5	1	-7	1	1	-14
SR-BI HDL uptake	-19	.	-10	49	7	-36	50	4
HTR5A ag ctr	1	1	-7	5	2	-2	-2	2
CDK5 p35 inh	0.9	0.4	-0.9	-1.4	-2.1	0.9	2.2	-0.3
V-ATPase pHluor	5	-4	-93	-4	2	-5	11	-1
dFosB activator	4	-1	1	8	-6	-4	2	-10
NSD2 inh	5	1	1	-4	0	-12	1	24
Wnt act	-2	-2	-2	-1	?	.	.	3
MITF TRPM1 HTS	-13	9	-7	2	52	-8	63	.
HTR5A inv ctr	-2	-33	1	-20	-10	20	6	-32

Fetched by structure from the entries so far, four records:
15) CCOC(=O)NC(=O)CSc1nc(-c2ccc(C)c(C)c2)cn1-c1ccccc1
12) COc1cc(NC(=O)c2cccc([N+](=O)[O-])c2)ccc1NC(=O)c1cc2ccccc2o1
9) Nn1c(COc2ccc(Cl)cc2)n[nH]c1=S
16) COc1ccc(/C=C2\CCc3ccccc3C2=O)cc1CN1CCOCC1

assay / compound	15	12	9	16
PvdQ inh	1	1	6	-14
SR-BI HDL uptake	50	49	-19	4
HTR5A ag ctr	-2	5	1	2
CDK5 p35 inh	2.2	-1.4	0.9	-0.3
V-ATPase pHluor	11	-4	5	-1
dFosB activator	2	8	4	-10
NSD2 inh	1	-4	5	24
Wnt act	.	-1	-2	3
MITF TRPM1 HTS	63	2	-13	.
HTR5A inv ctr	6	-20	-2	-32

Later entries:
17) Cc1cccc(Cl)c1NC(=S)NCCc1ccccn1
18) C=CCOn1c(C)c(C(C)=O)c2c3no[n+]([O-])c3ccc21
19) COc1ccc(-c2nnc(-c3cccnc3)o2)cc1OC
20) O=C(Cc1ccc(-c2ccccc2)cc1)OCC(=O)N1CCCC1=O
21) CCOC(=O)c1cc2occc2n1CC(=O)Nc1ccc(OC)cc1OC
22) Cc1cc(C)c(C2=CC(=O)C[C@H](c3ccc4c(c3)OCO4)C2)c(C)c1
23) COc1cc(-c2nc(CN3CCN(c4ncccn4)CC3)c(C)o2)ccc1F
24) CCOC(=O)C1CCN(C(=O)c2ccccc2Oc2ccccc2)CC1

assay / compound	17	18	19	20	21	22	23	24
PvdQ inh	-17	-1	-15	-1	-10	-3	-15	0
SR-BI HDL uptake	10	56	-7	-6	18	16	8	-7
HTR5A ag ctr	0	0	1	-1	-4	1	-1	-2
CDK5 p35 inh	1.4	0.5	0.7	0.1	-2.6	-1.3	-1.5	-0.5
V-ATPase pHluor	-2	2	3	-1	4	-15	0	1
dFosB activator	1	4	-24	-1	-9	3	0	-1
NSD2 inh	24	-2	-2	-2	0	.	2	-1
Wnt act	1	-3	6	-2	.	-6	-1	.
MITF TRPM1 HTS	.	.	23	3	8	-14	-9	.
HTR5A inv ctr	11	-23	-19	-14	12	19	2	7

25) Cc1ccccc1N1CCN(CCCN2C(=O)CC(=C(c3ccccc3)c3ccccc3)C2=O)CC1
26) Cc1cc(C)c(S(=O)(=O)/N=C2/C=C(Sc3ncn[nH]3)C(=O)c3ccccc32)cc1C
27) COc1ccc(S(=O)(=O)N2CCCC(C(=O)NCc3ccco3)C2)cc1Cl (centres undefined)
28) CCN(CC)CC(C)OC(=O)c1ccccc1Cl (centres undefined)
29) Cc1cc2ccccc2n1CCNC(=O)c1ccccc1
30) COc1cccc(NC(=O)Nc2cccn(Cc3ccc(C)cc3)c2=O)c1
31) COc1ccccc1C(=O)NC(=S)Nc1ccc2[nH]c(=O)[nH]c2c1
32) Cc1ccnc(N2CCC(C(=O)NCc3ccccc3F)CC2)n1

assay / compound	25	26	27	28	29	30	31	32
PvdQ inh	-11	-2	-9	11	3	-9	-6	10
SR-BI HDL uptake	-19	-27	-6	-19	18	42	.	-9
HTR5A ag ctr	0	4	-3	2	0	0	-2	3
CDK5 p35 inh	1.7	6.5	-0.7	-2.3	0.8	1.8	-1.0	1.4
V-ATPase pHluor	4	-2	3	1	0	-3	3	1
dFosB activator	-2	-6	-7	0	-14	-7	-7	7
NSD2 inh	1	.	0	-1	0	8	1	36
Wnt act	.	.	.	-2	.	2	-3	3
MITF TRPM1 HTS	-8	-89	-11	0	23	-5	54	0
HTR5A inv ctr	-23	-5	1	-6	1	0	7	-7

33) Cc1ccc([C@H]2C(C(=O)O)=CC[C@@H](c3ccc(C)cc3)N2S(=O)(=O)c2ccccc2C)cc1
34) CC1(O)CC(c2ccc(Cl)cc2)=NN1C(=O)c1ccc(Cl)cc1 (centres undefined)
35) CCOC(=O)N1CCN(C(=O)CSCC(=O)Nc2nc(-c3ccc(Cl)s3)cs2)CC1
36) COc1cc(NC(=O)c2n[nH]c(=O)c3ccccc23)cc(OC)c1
37) Cc1ccccc1-n1cc(-c2ccc(Br)cc2)nc1SCC(N)=O
38) Cc1ccc(-n2nc3c(=O)n(CC(=O)NCc4cccs4)nc(C)c3c2C)cc1
39) FCCCOc1ccc(/C=N/OCc2ccc(Cl)cc2Cl)cc1
40) Cc1cc(NCc2ccccn2)n2ncc(-c3ccccc3)c2n1

assay / compound	33	34	35	36	37	38	39	40
PvdQ inh	-15	2	-9	-6	-8	-14	-5	-26
SR-BI HDL uptake	-7	29	57	-16	8	4	26	31
HTR5A ag ctr	1	7	2	-5	.	4	-3	2
CDK5 p35 inh	-1.9	2.0	-0.9	-3.8	1.3	-0.8	0.6	-0.6
V-ATPase pHluor	3	2	-1	0	0	-3	5	1
dFosB activator	-16	-4	12	10	-5	-15	4	-10
NSD2 inh	.	5	-3	-10	18	-11	-4	11
Wnt act	-2	-3	.	1	0	-1	-1	56*
MITF TRPM1 HTS	-3	0	-10	21	.	-15	11	.
HTR5A inv ctr	-4	-28	-16	14	.	11	20	-26

41) Cc1nc(C)c(C(=O)N2CCCC(C(=O)c3ccc(Cl)cc3C)C2)s1 (centres undefined)
42) CC(C)(C)c1ccc(OCCC(=O)NNC(=O)c2ccncc2)cc1
43) CN1CCN(c2ccc(NC(=O)CSc3ccccc3)cc2F)CC1
44) CCc1ccc2nc(N3C(=O)C(O)=C(C(=O)c4ccco4)C3c3cccs3)sc2c1 (centres undefined)
45) O=C(NC1CCCCC1)C(c1ccncc1)N(C(=O)c1ccco1)c1ccc(F)cc1 (centres undefined)
46) O=C(Nc1ccc(Cl)cc1Cl)c1ccc(Br)o1
47) O=C(NNC(=O)c1ccc(-n2cncn2)c([N+](=O)[O-])c1)c1cccc(Cl)c1
48) Cc1nn(C)cc1/C=C/C(=O)c1ccc(O)cc1

assay / compound	41	42	43	44	45	46	47	48
PvdQ inh	-4	9	-7	2	-12	2	-10	5
SR-BI HDL uptake	6	-4	-14	-1	-12	6	26	-23
HTR5A ag ctr	5	6	0	5	-4	-7	2	-6
CDK5 p35 inh	-0.1	-0.4	1.3	-4.9	0.0	-1.1	-0.6	2.4
V-ATPase pHluor	1	10	.	-1	4	1	-2	-2
dFosB activator	-3	-4	-4	2	3	8	-7	-3
NSD2 inh	-4	-1	7	.	-5	0	-2	2
Wnt act	2	0	38*	.	6	0	-3	.
MITF TRPM1 HTS	1	-2	.	61	13	.	4	50
HTR5A inv ctr	0	-35	-1	-8	-4	3	2	-10

49) Cc1nc(-c2cccnc2)sc1C(=O)Nc1ccc(F)cc1F
50) O=C(Cn1ncc2c(=O)oc3ccccc3c21)NCCC1=CCCCC1
51) COc1cccc(C(=O)c2c[nH]c(C(=O)NCCCN3CCOCC3)c2)c1
52) COc1ccc2c(c1)c1nc3n(c(=O)c1n2CC(=O)Nc1ccccc1)CCS3
53) COc1ccc(N2CCN(C(=O)CN(C3CCCCC3)S(C)(=O)=O)CC2)cc1
54) CCOCCc1c(O)nc(SCC)[nH]c1=O
55) COc1ccc(OCc2nnc(SC(C)C(=O)Nc3nccs3)n2-c2ccccc2)cc1 (centres undefined)
56) O=C(c1ccc(OC2CCN(Cc3cccc(F)c3)CC2)cc1)N1CCCCC1
57) Cc1cccn2c(=O)c(C=O)c(N3CCN(C)CC3)nc12
58) Cc1ccc(NC(=O)Nc2c(C)[nH]c(=O)[nH]c2=O)cc1Cl
59) Cc1ccc(/C(O)=C2\C(=O)C(=O)N(C)C2c2ccc(F)cc2)cc1 (centres undefined)

assay / compound	49	50	51	52	53	54	55	56	57	58	59
PvdQ inh	-9	-22	-12	2	-3	-1	-15	-17	-4	1	-10
SR-BI HDL uptake	7	0	-16	-5	-34	-35	18	51	-18	-8	-23
HTR5A ag ctr	0	2	4	0	-2	3	-2	1	-1	0	5
CDK5 p35 inh	-0.9	1.2	-1.3	-1.7	0.7	-0.6	-2.1	1.0	-0.2	0.9	0.6
V-ATPase pHluor	2	-3	5	1	-1	-1	4	3	-1	-1	-2
dFosB activator	-8	?	-7	2	8	3	-7	-13	3	0	-4
NSD2 inh	12	-1	1	-6	-4	-1	-4	6	10	-1	-1
Wnt act	1	-1	-2	0	-1	-2	.	1	-1	-1	0
MITF TRPM1 HTS	.	-8	0	-18	8	18	-6	-1	-3	19	-14
HTR5A inv ctr	1	14	4	1	-14	-9	6	1	5	1	-20

From PubChem
